Rad51 HR inh: human RAD51 strand exchange inhibitors, primary screen, biochemical, fluorescence. AID 1385, 2008. hRad51 DNA strand exchange, fluorescence dequenching. inhibition, % at 10 µM. 200,000 compounds, 0.085% hits. DNA repair protein RAD51 homolog 1 (Homo sapiens), Q06609;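 active = inhibition above 40% at the single screening dose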;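 also: 0% = DMSO control wells and 100% = blanks with heterologous ssDNA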
Target sequence (Q06609 whole entry, looked up): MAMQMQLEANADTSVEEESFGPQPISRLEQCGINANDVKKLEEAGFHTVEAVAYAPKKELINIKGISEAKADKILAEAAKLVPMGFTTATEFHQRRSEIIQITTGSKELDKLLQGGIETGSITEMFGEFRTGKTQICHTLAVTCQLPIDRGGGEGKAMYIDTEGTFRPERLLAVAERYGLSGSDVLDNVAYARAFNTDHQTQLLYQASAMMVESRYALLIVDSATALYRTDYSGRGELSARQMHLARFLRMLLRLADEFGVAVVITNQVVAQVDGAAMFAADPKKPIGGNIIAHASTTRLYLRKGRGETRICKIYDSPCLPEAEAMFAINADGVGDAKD
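Material: hRad51 filaments on single-stranded DNA; Reagent: Donor/quencher-labelled 47-bp dsDNA substrate; Compound: 10 µM final, single point; Schedule: 37 °C 15-min filament assembly, 30-min compound preincubation, 15-min exchange; Technique: FRET fluorescence, excitation 485 nm, emission 520 nm; Benchmarks: control wells and blank wells on each plate.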
eIF4E-4G inh: eIF4E–eIF4G protein interaction inhibitors, primary screen, biochemical, uHTS, TR-FRET, eIF4GI fragment; Eukaryotic translation initiation factor 4E (Mus musculus) + Eukaryotic translation …; TR-FRET eIF4E-eIF4GI(517-606) binding, 2 h; inhibition, % at 21.7 µM; 220,000 compounds, 0.37% hits; AID 782, 2007;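 active = inhibition above about 30%, limit read from the data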;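 also: 0% = full FRET control wells and 100% = background wells lacking eIF4GI fragment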
Calpain2 inh: inhibitors of pig calpain II, primary screen, biochemical, fluorogenic peptide substrate, 1536-well. inhibition, % at 16 µM. purified calpain II, 30 min. 220,000 compounds, 0.37% hits;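 active = inhibition above about 50%, limit read from the data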
EP2 modulator: EP2 receptor modulators, cAMP readout, primary screen, cell-based, HTRF cAMP, PGE2 stimulation. AID 940, 2007. Prostaglandin E2 receptor EP2 subtype (Homo sapiens), P43116. EP2-expressing cells, cAMP HTRF FRET, PGE2 co-stimulation. induction, % at 25 µM. 260,000 compounds, 0.83% hits;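 active = compounds whose cAMP rise, as percent of the full-agonist control response, exceeds 60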;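 also: rat C6 glioma line stably carrying human EP2 under a CMV promoter; the protocol text gives 20 µM as final concentration; 100% = response of wells given 1 µM PGE2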
Target sequence (P43116 whole entry, looked up): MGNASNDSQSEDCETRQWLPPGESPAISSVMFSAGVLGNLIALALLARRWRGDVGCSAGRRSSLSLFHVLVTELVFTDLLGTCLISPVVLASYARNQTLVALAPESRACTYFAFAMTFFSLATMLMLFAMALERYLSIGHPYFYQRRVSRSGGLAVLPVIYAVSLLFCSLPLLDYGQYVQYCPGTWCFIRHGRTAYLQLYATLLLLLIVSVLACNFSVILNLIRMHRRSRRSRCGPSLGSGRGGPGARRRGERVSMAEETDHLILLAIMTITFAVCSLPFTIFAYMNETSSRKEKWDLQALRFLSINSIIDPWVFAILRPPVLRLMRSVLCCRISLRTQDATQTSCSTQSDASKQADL
14-3-3 Bad PPI: inhibitors of 14-3-3 zeta/Bad binding, primary screen, biochemical, TR-FRET, bovine 14-3-3 zeta; inhibition, % at 21.7 µM; AID 781, 2007; 14-3-3 protein zeta/delta (Bos taurus), P63103; TR-FRET 14-3-3zeta/Dy647-pBad peptide displacement, 1 h; 220,000 compounds, 0.71% hits;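 active = inhibition above about 70%, limit read from the data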;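 also: 0% = full 14-3-3 plus peptide FRET controls and 100% = background without 14-3-3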
Target sequence (P63103 whole entry, looked up): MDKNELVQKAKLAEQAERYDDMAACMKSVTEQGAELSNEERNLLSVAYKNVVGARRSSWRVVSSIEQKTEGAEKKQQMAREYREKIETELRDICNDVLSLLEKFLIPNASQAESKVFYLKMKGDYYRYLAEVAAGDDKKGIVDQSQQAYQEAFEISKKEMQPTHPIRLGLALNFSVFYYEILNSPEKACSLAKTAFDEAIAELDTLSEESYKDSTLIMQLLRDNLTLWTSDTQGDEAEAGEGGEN
L929 necroptosis: inhibitors of zVAD-triggered necroptosis, primary screen, L929 cells; L929 zVAD necroptosis rescue, ATP luminescence, 24 h; with zVAD 60 µM; viability rescue, % at 10 µM; 220,000 compounds, 0.38% hits; AID 1377, 2008;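 active = activation, scaled between plate controls, above about 75%, limit read from the data; inactive = activation under that limit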;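 also: 0% = zVAD with DMSO and 100% = DMSO alone without zVAD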
Hck-Nef inh: inhibitors of Nef-activated human Hck kinase, primary screen, biochemical, Z-Lyte FRET, 384-well, Hck-YEEI | Recombinant Hck-YEEI plus Nef, Z-Lyte FRET kinase assay | inhibition, % at 20 µM | 220,000 compounds, 0.68% hits | AID 463187, 2010;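 active = Hck-Nef kinase inhibition above about 50%, limit read from the data; inactive = inhibition below that limit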;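 also: 0% = DMSO with Hck plus Nef and 100% = Hck alone without Nef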
Tb hexokinase: Trypanosoma brucei hexokinase 1 inhibitors, primary screen, biochemical, G6PDH-coupled NADH absorbance, MLSCN library. hexokinase 1 [Trypanosoma brucei]. recombinant TbHK1, G6PDH-coupled NADH A340. inhibition, % at 10 µM. 220,000 compounds, 0.11% hits. AID 1430, 2008;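 active = inhibition of 50% or more in the single-dose primary screen; inactive = inhibition below 50%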
EP2 antag: human EP2 receptor antagonists, primary screen, TR-FRET cAMP, C6 glioma cells; Prostaglandin E2 receptor EP2 subtype (Homo sapiens), P43116; AID 1422, 2008; 260,000 compounds, 0.52% hits; C6 glioma cells expressing human EP2; cells stimulated with saturating PGE2; inhibition, % at 25 µM;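 active = percent inhibition above 40 after rounding to a whole number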;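 also: rat C6 glioma host cells with rolipram phosphodiesterase inhibitor present; the protocol text gives 20 µM as final concentration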
* hit, by the source's call; / = not tested or not shown; & = joins results of further samples; [ ] = remark or other dose. This is a subset, so the mix of outcomes need not match the whole.

SMILES	Rad51 HR inh	eIF4E-4G inh	Calpain2 inh	EP2 modulator	14-3-3 Bad PPI	L929 necroptosis	Hck-Nef inh	Tb hexokinase	EP2 antag
O=C1CCc2ccc(NS(=O)(=O)c3ccc(F)cc3)cc2N1	6	2	-54	2	-5	12	16	3	8
CCOC(=O)Nc1nc(C)c(C(=O)c2ccc(Cl)cc2)s1	-4	-11[fluorescence artefact?]	-11	15	3[fluorescence artefact?]	-0.8	1	-11	10
Cc1ccc(-c2noc(CCC(=O)Nc3cc(C)ccn3)n2)cc1	7	3	6	22	8[fluorescence artefact?]	0.7	-3	3	18
CCCN(C(=O)Cn1ncc2c(=O)oc3ccccc3c21)c1cccc(C)c1	1	-1	25	29	-5	-0.3	3	-4	4
CNc1nc(N2CCc3ccccc32)ncc1F	-3	6	10	14	41	0.8	18	2	7
O=C(NCc1ccccn1)C1CC(=O)N(C2CCCC2)C1 (stereo not given)	1	/	/	/	/	0.2	4	-4	15
O=C(Nc1ccc(S(=O)(=O)Nc2nccs2)cc1)C1CCCCC1	7	-4	4	-70	3	5.1	-8	3	0
CCC1(C)CC2(CCCN(CCC(O)(c3ccccc3)c3ccccc3)C2)CCO1 (stereo not given)	/	1	5	14	0	0.2	5	-7	9
CCn1c(=S)sc2c(=O)[nH]c(C)nc21	2	-8	-11	21	-13	0.3	1	-43	14
Fc1cccc(Cl)c1CSc1nnnn1-c1ccc2c(c1)OCO2	-7	/	-11	16	/	-0.1	0	5	5
O=C(COC(=O)[C@@H]1CCCN1C(=O)c1cccs1)Nc1ccc(F)cc1[N+](=O)[O-]	-10	-1	31	19	5	0.3	17	2	3
Cc1cc(C)c(S(=O)(=O)N2CCCOC2CNC(=O)C(=O)NCc2ccccn2)c(C)c1 (stereo not given)	-4	0	-18	-10	-17	0.2	23	-1	3
COc1ccc(-n2cccc2C=O)cc1	/	1	11	4	8[fluorescence artefact?]	0.3	1	-9	2
Cc1ccc2c(Cl)cc(Cl)c(OCC(=O)Nc3cc(C)on3)c2n1	3	-25	-12	6	13[fluorescence artefact?]	1.2	11	8	6
CCn1c(Cc2ccccc2)nnc1SCC(=O)Nc1ccc2c(c1)OCO2	7	-12	-25	-5&-1	14	-0.1	-2	7	11&16
Cc1cnc(C(=O)OCC(=O)c2csc(N3CCCCC3)n2)cn1	4	8	-25	17	-9[fluorescence artefact?]	2.1	1	-58	8
CCc1ccc(NC(=O)c2c(C(=O)Nc3ccccc3)sc3nc(C)cc(=O)n23)cc1	-2	-3	-47	9	-10	-0.4	-8	-13	5
COC(=O)c1ccccc1NC(=O)CSc1nnc(-c2cccnc2)n1N	44*	-2	-15	7	-6	0.9	1	-5	6
CCCNC(=O)c1cccc(COc2ccccc2OC)c1	/	1	32	-10	4	-0.1	-7	-4	4
S=C(NC1CCCC1)NC1CC1	3	21	-5	17	-12	0.0	6	2	9
CCn1cc(C(=O)NCCC2=CCCCC2)c(=O)c2cc(S(=O)(=O)N(C)C)ccc21	-4	4	5	-16	13	-0.2	14	-25	6
O=C(Nc1ccc(O)c2c(=O)cc(-c3cccc(Cl)c3)oc12)c1ccccc1Cl	-6	-7	-32	12	0	-0.3	37	-12	20
COCCCNC(=O)Nc1ccc(F)cc1F	-4	-1[fluorescence artefact?]	-11	4	3	-0.2	-8	3	7
Cc1ccc(NC(=O)COC(=O)CCc2nc3ccccc3c(=O)[nH]2)cc1Cl	-7	3	31	-4	7	-0.1	11	6	5
Cc1cc(C)n2nc(C(=O)NNC(=O)c3ccccc3)nc2n1	4	-2	21	10	-13	1.3	24	-6	5
COC(=O)c1cc(Cl)c(NC(=O)c2cc3ccccc3o2)cc1OC	-4	-8	-100	27	14	0.5	2	-21	17
COc1cc(CNCC(C)C)c(Br)cc1OCC(=O)NCc1ccccc1	11	2	9	-22	0	0.0	2	6	6
Cc1ccc(-c2cc[n+](Cc3ccccc3)cc2)cc1	0	11	-19	-20	8	-0.8	21	-2	9
CC1(C)CC(=O)C(C=NCCN2CCNCC2)=C(O)C1	5	-1	-6	-17	-9	0.7	26	0	7
Cc1ccc(S(=O)(=O)NCC(=O)N2CCOCC2)cc1	3	1	-32	-9	6[fluorescence artefact?]	0.6	-1	-5	11
CC1CCCN(C(=O)CSc2nc3ccccc3o2)C1 (stereo not given)	0	-12	21	29	4	0.2	1	1	7
O=C(NCc1ccco1)c1ccc2c(=O)n(Cc3ccco3)c(SCC(=O)N3CCCC3)nc2c1	1	5	-103	-7	-3[fluorescence artefact?]	-0.8	5	-12	4
CCCn1nnnc1NCc1ccccc1OCc1cccs1	3	-6[fluorescence artefact?]	-8	12	-4	0.0	2	-1	8
CC1CN(C(=O)CSc2nc(-c3ccc(F)cc3)cs2)CC(C)O1 (stereo not given)	-2	-5	4	-1	8	-0.1	-1	-3	-3
COc1ccc(CC(=S)N2CCOCC2)cc1F	-1	-4	15	4	8	-0.1	1	36	8
COc1ccc(OC)c(C2=NOC(C(=O)NCC3CCCO3)C2)c1 (stereo not given)	-4	/	-48	18	/	-0.3	0	1	8
CN(C)C(=O)C1C2NC(=S)N(c3ccc(Cl)cc3)C1(C)Oc1ccc(Cl)cc12 (stereo not given)	18	-2	-72	17	-14	0.3	15	1	11
Cn1c(=O)[nH]c(=O)c2c1nc(CN1CCOCC1)n2Cc1ccccc1	-8	-10[fluorescence artefact?]	13	-41	0[fluorescence artefact?]	-0.1	0	1	8
COc1ccc2[nH]c(CN3CCN(CCC(C)C)C(CCO)C3)c(C)c2c1 (stereo not given)	/	0	-13	8	-5	-0.4	15	-8	7
Cc1ccc(S(=O)(=O)N2CCOCC2)cc1C(=O)OC1CCCCC1=O (stereo not given)	5	-1	-27	-7	-2	2.2	6	1	7
O=C(NCc1cccs1)c1ccc(Cl)c(S(=O)(=O)N2CCCC2)c1	5	-3	12	-45	-2	0.3	26	0	6
CC(=O)Nc1ccccc1-c1nnn(CC(=O)Nc2ccc3c(c2)OCCO3)n1	15	2	-22	-60&-54	-8	18	19	-5	12&8
O=C1CN(C(=O)CNCc2cccc(Cl)c2)c2ccccc2N1	11	1	3	-5	33	0.4	5	-5	8
NC(=O)CSc1nccn1Cc1ccccc1	10	-1	-20	9	-8	2.4	21	-4	8
CCc1cccc(CC)c1NC(=O)C[n+]1cccc(C(N)=O)c1	1	-3	4	27	-10	1.1	-2	0	4
Cc1ccc(C)c2c1cc(C)c1nnc(SCC(=O)N3CCCc4ccccc43)n12	-9	-1	12	12	-7[fluorescence artefact?]	1.7	4	-2	1
Cc1ccc(C2(C(F)(F)F)NC(=O)N3N=C4CCCCCN4C3=C2C#N)cc1 (stereo not given)	-8	1	1	13	-2	0.9	-16	-4	6
CC(NC(=O)Nc1ccccc1)C(c1cccs1)N1CCOCC1 (stereo not given)	-1	0	17	-19	9	-0.3	9	5	7
O=C(O)c1ccc(/C=N/Nc2ncc(C(F)(F)F)cc2Cl)cc1	-6	1	16	-17	-9	0.5	13	-73	17
COc1cc(C(Nc2ccccn2)c2c(NC(=O)c3ccco3)sc(C)c2C)cc(OC)c1OC (stereo not given)	2	-2	-9	29	-17[fluorescence artefact?]	-0.8	1	-12	3
(further entries)
SMILES	Rad51 HR inh	eIF4E-4G inh	Calpain2 inh	EP2 modulator	14-3-3 Bad PPI	L929 necroptosis	Hck-Nef inh	Tb hexokinase	EP2 antag
Cc1cccc(C)c1OCCNC(=O)c1ccc2ccccc2n1	-5	1	15	12	-4	2.1	-19	-3	10
Cc1ccc(S(=O)(=O)N(C)c2ccc(C(=O)N3CCCCC3)cc2)cc1	-5	-4	-31	-2	7	-0.1	1	-2	4
CCOc1ccccc1N1CCN(C(=O)c2cccc(-c3ccc(O)cc3)c2)CC1	/	22	-9	-40	-11	-0.2	0	4	/
O=C(c1ccccc1)C1CCN(c2ncccc2[N+](=O)[O-])CC1	0	-11	4	-3	1	1.1	1	-5	10
Cc1c(C(=O)NCc2cccs2)oc2ccc(S(=O)(=O)N3CCOCC3)cc12	-5	-2	-35	-11	-7	2.2	-1	-2	-2
CC1=NN(c2ccc(S(=O)(=O)O)cc2C)C(=O)C1	2	-2	-14	30	-8	-2.6	20	-3	9
COc1ccc(CNC(=O)C2CCN(S(=O)(=O)c3cccc4cccnc34)CC2)cc1	/	-6[fluorescence artefact?]	-5	7	4	/	-6	-6	3

Structural class: the entries above with fluorine
SMILES	Rad51 HR inh	eIF4E-4G inh	Calpain2 inh	EP2 modulator	14-3-3 Bad PPI	L929 necroptosis	Hck-Nef inh	Tb hexokinase	EP2 antag
O=C1CCc2ccc(NS(=O)(=O)c3ccc(F)cc3)cc2N1	6	2	-54	2	-5	12	16	3	8
CNc1nc(N2CCc3ccccc32)ncc1F	-3	6	10	14	41	0.8	18	2	7
Fc1cccc(Cl)c1CSc1nnnn1-c1ccc2c(c1)OCO2	-7	/	-11	16	/	-0.1	0	5	5
O=C(COC(=O)[C@@H]1CCCN1C(=O)c1cccs1)Nc1ccc(F)cc1[N+](=O)[O-]	-10	-1	31	19	5	0.3	17	2	3
COCCCNC(=O)Nc1ccc(F)cc1F	-4	-1[fluorescence artefact?]	-11	4	3	-0.2	-8	3	7
CC1CN(C(=O)CSc2nc(-c3ccc(F)cc3)cs2)CC(C)O1 (stereo not given)	-2	-5	4	-1	8	-0.1	-1	-3	-3
COc1ccc(CC(=S)N2CCOCC2)cc1F	-1	-4	15	4	8	-0.1	1	36	8
Cc1ccc(C2(C(F)(F)F)NC(=O)N3N=C4CCCCCN4C3=C2C#N)cc1 (stereo not given)	-8	1	1	13	-2	0.9	-16	-4	6
O=C(O)c1ccc(/C=N/Nc2ncc(C(F)(F)F)cc2Cl)cc1	-6	1	16	-17	-9	0.5	13	-73	17

Assay outcomes (PubChem)
